Screening results as filed in PubChem BioAssay.
D1 potentiator – potentiators of human D1 dopamine receptor; AID 504651; P21728; HEK293 TREx D1 cells, calcium flux, dopamine EC20 potentiation; 360,000 tested, 0.036% active; potentiation, % at 10 µM; in the data active = potentiation above about 30%; note: 0% is about no effect
Target sequence (P21728 whole entry, looked up): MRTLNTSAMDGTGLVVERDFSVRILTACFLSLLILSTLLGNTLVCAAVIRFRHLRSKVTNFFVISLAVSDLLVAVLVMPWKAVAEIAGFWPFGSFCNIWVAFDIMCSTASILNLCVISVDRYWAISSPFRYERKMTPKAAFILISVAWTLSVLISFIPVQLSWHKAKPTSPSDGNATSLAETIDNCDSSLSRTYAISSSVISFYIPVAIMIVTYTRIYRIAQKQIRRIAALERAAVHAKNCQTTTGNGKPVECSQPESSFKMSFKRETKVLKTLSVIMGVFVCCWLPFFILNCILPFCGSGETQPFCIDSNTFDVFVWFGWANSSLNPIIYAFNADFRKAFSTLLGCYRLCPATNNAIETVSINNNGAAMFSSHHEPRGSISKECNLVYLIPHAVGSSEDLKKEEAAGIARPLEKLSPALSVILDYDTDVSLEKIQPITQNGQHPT
TRHR agonist – activates the human TRH receptor; 360,000 tested, 0.18% active; TRHR cells, calcium flux fluo-8, FDSS agonist mode; activation, % at 2 µM; in the data active = activation above about 30%; note: 0% is about no effect
Target sequence (P34981 whole entry, looked up): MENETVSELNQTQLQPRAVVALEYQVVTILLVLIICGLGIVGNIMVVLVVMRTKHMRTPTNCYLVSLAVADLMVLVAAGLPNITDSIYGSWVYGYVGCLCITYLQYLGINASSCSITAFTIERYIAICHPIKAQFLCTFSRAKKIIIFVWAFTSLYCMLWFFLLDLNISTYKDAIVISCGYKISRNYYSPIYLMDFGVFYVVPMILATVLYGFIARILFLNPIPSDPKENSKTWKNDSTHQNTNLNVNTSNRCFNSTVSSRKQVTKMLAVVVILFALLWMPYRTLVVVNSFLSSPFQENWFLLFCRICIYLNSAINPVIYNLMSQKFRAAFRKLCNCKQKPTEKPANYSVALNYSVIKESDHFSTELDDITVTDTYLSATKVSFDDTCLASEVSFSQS
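Fluo-8-loaded TRHR cells; 10 s baseline, compound added, kinetic Ca2+ fluorescence read 1/s, agonist mode.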
D1 antag – human D1 dopamine receptor antagonism. P21728. HEK293 TREx D1 cells, calcium flux, dopamine EC80; active compounds read low. activity change, negative = inhibition, % at 10 µM. 360,000 tested, 3.2% active. AID 504652; in the data active = activity change below about -30%; note: % is set by controls: 0 for no effect and ±100 for the full control effect
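Inducible Hek293 Trex D1 cells (tetracycline, overnight, 30 C). Calcium dye 30–90 min RT. Antagonist mode: EC80 dopamine added after 180 s compound read.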
RXFP1 antagonist – blocks the human relaxin receptor RXFP1. 350,000 tested, 0.59% active. activity change, negative = inhibition, % at 57.5 µM. AID 1259400. HEK293-RXFP1, relaxin-stimulated cAMP HTRF, 30 min; active compounds read low. Q9HBX9;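 active = activity change of -60% or lower, but not beyond a set lower limit; inconclusive = change between -60% and -40%, or beyond the set limit; inactive = change above -40%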; note: % is set by controls: 0 for no effect and ±100 for the full control effect
D1 ag – agonists of human D1 dopamine receptor; P21728; HEK293 T-REx D1 cells, calcium flux, agonist mode; activation, % at 2 µM; 360,000 tested, 1% active; AID 504660; in the data active = activation above about 30%; note: 0% is about no effect
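Inducible HEK293 T-REx D1 cells, force-coupled to calcium signalling, were plated at 4000 cells/well with tetracycline and held overnight at 30 C. After no-wash calcium dye loading, compound-evoked calcium rise over 180 s flagged agonists.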
D2 PAM – positively modulates the human D2 dopamine receptor allosterically. P14416. HEK293 T-REx D2, calcium flux, EC20 dopamine potentiation. potentiation, % at 10 µM. 340,000 tested, 0.34% active. AID 485347;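 active = potentiation over 3 SD above the plate norm, cut at about 30% in these data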; note: 0% is about no effect
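Tetracycline-induced Hek293 Trex D2 cells, force-coupled to calcium, loaded with no-wash calcium dye. Compound added with 180 s kinetic read for agonism, then EC20 dopamine and a further 180 s read for potentiation.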
Anesthetic bind – binds horse apoferritin like a general anesthetic; P02791; apoferritin/1-aminoanthracene competitive binding, fluorescence; Potency, µM (series often up to 77.5 µM), inactives show at the highest dose activity change, negative = displacement, hits mostly inhibitors; 350,000 tested, 0.074% active; AID 485281; note: potency is the fitted concentration of half-maximal effect; % is set by controls: 0 for no effect and ±100 for the full control effect; nearly all actives have a fitted effect of over 20% in size
Target sequence (P02791 2-175 limits assumed): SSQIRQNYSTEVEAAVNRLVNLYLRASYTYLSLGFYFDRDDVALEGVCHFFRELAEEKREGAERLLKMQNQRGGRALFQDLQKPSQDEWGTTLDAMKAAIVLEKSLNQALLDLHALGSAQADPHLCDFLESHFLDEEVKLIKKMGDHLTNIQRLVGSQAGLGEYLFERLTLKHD
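Horse-spleen apoferritin (10 uM) was mixed with 50% saturated 1-aminoanthracene in PBS, exposed to compounds for 10 min at room temperature, and read for fluorescence (ex 380 nm, em 535 nm). Competitive displacement was fitted with a four-parameter Hill equation.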
TRHR PAM – TRH receptor (human) allosteric enhancement. P34981. TRHR cells, fluo-8 calcium fluorescence, EC20 TRH enhancement. enhancement, % at 2 µM. 360,000 tested, 0.66% active. AID 493056; in the data active = enhancement above about 30%; note: 0% is about no effect
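TRHR-expressing cells loaded with fluo-8 calcium dye were read kinetically (ex 480/em 530) during compound addition, then stimulated with an EC20 of TRH (10 nM final). Enhancement of the Gq-mediated intracellular calcium response was scored.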
RXFP1 ag – agonists of human relaxin receptor RXFP1. Q9HBX9. HEK293T-RXFP1 cAMP TR-FRET, 30 min; response scale: percent of porcine relaxin response, buffer zero. Potency, µM (titrated, usually from 57.5 µM), inactives show top-dose activation, usual class: activators. 370,000 tested, 0.3% active. AID 2676; note: potency is the fitted concentration of half-maximal effect; % is set by controls: 0 for no effect and ±100 for the full control effect; nearly all actives have a fitted effect of over 60% in size; many of its hits are not listed in these tables
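cAMP rise read by TR-FRET after 30 min, 37C compound exposure (up to 58 uM) in RXFP1-transfected HEK293 cells with Ro 20174 present. EC50 from Hill-equation fits, with 29 nM porcine relaxin as 100% and buffer as basal.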
Numbers without * were called inactive; ? = inconclusive; nt = not tested or not shown; & = joins results of further samples; [ ] = remark or other dose. Unless noted, calls come from the whole dose curve; as a rule, active = well fitted curve in the direction sought with a large enough effect; inconclusive = small, poorly fitted or top-dose-only effect, or another doubt; inactive = no such curve, though single readings can be large; an effect the other way counts as inactive or inconclusive. The list is partial (hit frequency here may not be typical).

Structure,D1 antag,D1 potentiator,RXFP1 antagonist,RXFP1 ag,TRHR agonist,D1 ag,Anesthetic bind,D2 PAM,TRHR PAM
CCC(C)C12CN3CCN(CC(C)(C3)C1O)C2 (stereo unspecified),7,2,7,-0.5%,0.4,5,0%,15,1
CC(Cc1ccccc1Sc1ccccc1)N(C)C (stereo unspecified),-68*,-6,-1,0.3%,1.3,26,-6%,-26,4
Cc1ccc(/C=C2/C(=O)NC(=O)N(CCc3ccc(F)cc3)C2=O)o1,-3,0,-73*,4.0%,-0.8,2,-20%,-7,0
O=C(Nc1nc2ccccc2s1)c1cccn(Cc2ccccc2)c1=O,nt,2,nt,1.1%,0.9,2,-3%,-2,0
c1cc2c(cc1CCNC1CCCCCC1)OCO2,-2,-6,-2,-0.5%,0.1,1,-4%,-23,-5
Clc1ccccc1CN1CCN(c2cccc3[nH]ccc23)CC1,-48*,-3,nt,0.0%,0.2,0,0%,nt,1
Cc1ccc(-c2nn(C)c(=O)c3ccccc23)cc1CNC(=O)/C=C/c1ccccc1,18,9,11,0.4%,-0.3,0,?,-3,7
Cc1nc2nc(C)c(CCC(=O)N3CCC4(CC3)OCCO4)c(C)n2n1,-1,-4,7,13%,0.0,3,-5%,-3,-5
Cc1cc(O)c(CN2CCN(c3ccccc3)CC2)cc1C,13,-6,-10,1.5%,0.9,-2,-4%,-34,3
O=C(Nc1ccc(Cl)cc1C(=O)c1ccccc1)c1ccc(Br)o1,2,-2,2,4.4%,-1.2,9,-14%,6,3
CCCc1[nH]nc2c1C1(C(=O)N(Cc3ccccc3)c3ccccc31)C(C(=O)OC)=C(N)O2 (stereo unspecified),17,-2,-8,-1.1%,-0.8,7,?,13,8
C[N+]12CCC(CC1)C(=C(c1ccccc1)c1ccccc1)C2,18,-4,4,-0.6%,-0.6,3,-4%,11,1
CC/C(=N\Nc1ccccc1)c1c(O)n(C)c(=O)n(C)c1=O,3,-5,13,0.2%,-0.1,5,-7%,11,-1
Cc1ccc(NC(=O)c2cn(CCC#N)nc2-c2ccc3c(c2)OCCO3)c([N+](=O)[O-])c1,-18,-2,-1,2.9%,0.1,2,-8%,14,-1
O=C(NC(=O)N1CCC2(CC1)OCCO2)c1ccc(Cl)cc1,11,2,-4,4.5%,0.4,4,-5%,-4,4
Cc1cccc(-c2nc3ccc(C(=O)N4CCC5(CC4)OCCO5)cc3nc2-c2cccc(C)c2)c1,2,19,-5,3.7%,0.2,2,-13%,2,-5
CN(C)C(=O)Oc1ccc2nnc3ccnn3c2c1,-5,-1,-5,26%,0.8,9,71%[activator],4,2
COc1ccc(N=C2SCCCN2C)cc1,-5,-1,1,0.1%,0.0,4,-9%,9,1
CC(=O)c1ccc2c(c1)C1C(Cl)C(Sc3ccccc3[N+](=O)[O-])CC1C(C(=O)O)N2 (stereo unspecified),9,-1,-11,-2.5%,-1.8,-1,-4%,-2,6
CCc1cc(=O)oc2cc(OCC(=O)N3C[C@H]4C[C@@H](C3)c3cccc(=O)n3C4)ccc12,5,-2,nt,2.9%,0.5,3,-4%,24,-8

(listing goes on)
Structure,D1 antag,D1 potentiator,RXFP1 antagonist,RXFP1 ag,TRHR agonist,D1 ag,Anesthetic bind,D2 PAM,TRHR PAM
CCCCCCCCCCCCCCCC[N+](C)(C)C,-24,-6,-9,1.0%,0.0,31*,?,9,-15
CN(C)c1ccc(CCN2CCOCC2)cc1,-5,5,nt,0.2%,0.0,1,nt,8,1
COCCNP(=O)(c1ccccc1)c1nc2ccccc2s1 (stereo unspecified),4,9,nt,0.0%,-0.7,-2,-4%,19,12
Cc1ccc(-n2nc3c(N4CCC(C(=O)NCc5ccccc5Cl)CC4)nnc(C)c3c2C)cc1,20,0,-7,4.1%,0.2,4,?,8,1
COc1ccc(CC(=O)N(C)C2CCCN(Cc3ccccc3F)C2)cc1OC (stereo unspecified),25,-3,3,1.5%,-0.6,7,4%,9,8
CC(NC(C)(C)C)C(=O)c1cccc(Cl)c1 (stereo unspecified),33,2,-6,-0.1%,-0.6,-1,2%&-19%,-8,-5
CC[C@]12C=CCN3CCC4(c5cc(Br)c(OC)cc5N(C)C4[C@@](O)(C(=O)OC)[C@@H]1OC(C)=O)C32 (stereo partly specified),-11,-5,1,-2.3%,-1.1,1,-7%,-9,2
C#CCN(C)[C@H](C)Cc1ccccc1,11,0,-2,-0.2%,0.2,3,?,2,1
CN(C)P(=O)(NC(=O)c1cccn1C)N(C)C,-5,-3,-3,-1.2%,0.4,4,3%,4,1
Cc1ccc(-n2c(/C=C/c3cc(Br)cs3)nc3ccccc3c2=O)cc1,2,0,-24,1.1%,0.7,-1,-5%,5,0
Cc1ccc(N)c(C)c1,nt,3,nt,-0.1%,0.9,1,nt,7,2
CCc1nnc(NC(=O)CCc2nc(C3=CCN(C)CC3)no2)s1,-11,-1,4,0.6%,-0.1,2,-8%,11,-1
COc1ccc(C(CNC(=O)Cc2ccc(Cl)c(Cl)c2)N(C)C)cc1 (stereo unspecified),-12,1,-22,-0.2%,0.9,3,-10%,-18,0
CC(NCC#Cc1ccccc1)C(O)c1ccccc1 (stereo unspecified),-2,-4,-22,2.6%,0.3,9,-8%,-2,-1
O=C1NC(=O)N(c2cccc(Cl)c2)C(=O)/C1=C\c1ccc(Sc2nc3ccccc3[nH]2)o1,-5,2,-32,4.9%,47*,63*,-4%,nt,22
N#CC(C(=O)C12CC3CC(CC(C3)C1)C2)c1nc2ccccc2[nH]1 (stereo unspecified),-16,12,-14,0.9%,0.0,1,?,12,0
Cc1cc(C=C2C(=O)NC(=S)NC2=O)c(C)n1C1CCCC1,2,-2,-22,1.1%,0.7,3,-15%,3,-17
Fc1cccc(CCNCc2ccccn2)c1,-10,-2,-2,-0.6%,-0.1,1,-6%,-6,6
CCCCc1nc2ccccc2c(=O)n1-c1ccccc1O,1,2,-7,1.3%,-0.5,2,-15%,2,1
COCCCn1c(N)c(C(=O)Nc2sc3c(c2C(=O)OC)CCCC3)c2nc3ccccc3nc21,-2,-9,-13,2.5%,0.2,5,-7%,-1,-2

(next part)
Structure,D1 antag,D1 potentiator,RXFP1 antagonist,RXFP1 ag,TRHR agonist,D1 ag,Anesthetic bind,D2 PAM,TRHR PAM
CC[N+](CC)(CC#CCO)CC#Cc1ccccc1,-5,1,-1,2.5%,0.0,2,-6%,4,3
Cc1ccsc1C(=O)C1CCCN(Cc2ccn[nH]2)C1 (stereo unspecified),-3,-2,1,-3.5%,-0.8,2,?,5,-6
Cn1c(O)c(C=NCc2cccs2)c(=O)n(C)c1=O,-2,5,-2,0.2%,-0.1,1,-1%,0,-7
COc1ccccc1-n1c(O)c(/C=N/NC(=S)Nc2ccccc2)c(=O)[nH]c1=S,-17,-11,1,-4.0%,0.6,7,-11%,-14,0
CCCC[N+]12CCC(CC1)C(C(O)(c1ccccc1)c1ccccc1)C2 (stereo unspecified),-3,5,-1,-1.9%,0.5,1,-2%,-3,6
CN1C(=O)C(=Cc2ccc(N3CCCCCC3)cc2)C(=O)N(C)C1=O,4,0,-20,-6.8%,-1.4,2,-16%,nt,-6
CN1c2ccccc2Oc2ccccc21,-5,1,9,1.4%,0.5,0,-8%,0,4
O=C(c1ccc2c3c(cccc13)CC2)C1CCCN(CC2CC2)C1 (stereo unspecified),-15,-4,-63*,3.9%,0.2,13,39%[activator],nt,2
COc1ccccc1N1CCN(Cc2ccc(Cl)cc2Cl)CC1,-2,0,-29,-0.4%,-0.6,2,-9%,-30,3
Cc1ccc(CN2C(=O)c3ccccc3Sc3ccc(C(=O)N4CCC5(CC4)OCCO5)cc32)cc1,-4,0,?,0.3%,0.1,-3,-14%,nt,-4
COc1cc2c(cc1/C=C/[N+](=O)[O-])OCO2,-8,5,?,2.5%,15,6,-13%,20,7
O=C1NC(=S)NC(=O)C12C(c1ccc(F)cc1)NC(=S)NC2c1ccc(F)cc1 (stereo unspecified),12,1,6,-0.3%,0.3,-2,-4%,-7,1
CN(C)C(=O)Oc1cc(=O)n2c3c(cccc13)CCC2,2,-1,21,3.0%,1.7,3,-7%,2,-6
CC(C)CC(C)N (stereo unspecified),nt,-1,nt,-0.4%,0.1,-2,nt,-11,3
O=c1[nH]c(=O)n(Cc2ccc(F)cc2)c(O)c1/C=N/Nc1ccccc1,6,-2,-15,-0.6%,0.9,4,-22%,23,9
C=C1C[C@]2(O)[C@@]3(C)CCC(=O)C(C)(C)C3=C(O)C(=O)[C@@]2(C)[C@@H]2C(=O)O[C@@](C)(C(=O)OC)C(=O)[C@@]12C,24,-3,nt,2.2%,0.0,-3,-6%,-4,-1
C[C@H]1[C@H](OC(=O)CCC(=O)NCc2ccc(C(=O)O)cc2)O[C@@H]2O[C@@]3(C)CC[C@H]4[C@H](C)CC[C@@H]1C24OO3,-2,4,-6,5.0%,-0.2,1,-3%,15,-4
O=C(Cc1cccc(C(F)(F)F)c1)N1CCN(CC(=O)N2CCCC2)CC1,-8,-3,8,0.0%,1.5,5,nt,14,2
COc1ccc(N=C(C)c2c(O)[nH]c(=O)[nH]c2=O)cc1,21,-2,-3,1.0%,-0.6,3,-10%,-1,1
O=c1c2ccccc2nc(-c2ccoc2)n1-c1ccccc1Cl,-14,-1,3,1.1%,0.3,0,?,13,1

Next compounds
Structure,D1 antag,D1 potentiator,RXFP1 antagonist,RXFP1 ag,TRHR agonist,D1 ag,Anesthetic bind,D2 PAM,TRHR PAM
CN1CCN(c2ccc([N+](=O)[O-])c(Sc3ccccn3)c2)CC1,-70*,-7,-7,-0.5%,-0.2,3,-14%,-12,3
CC(=O)NCCc1c[nH]c2ccccc12,-3,-3,nt,2.4%,-0.1,2,-5%,-3,6
O=C(CSc1ccccc1)N1CCC2(CC1)OCCO2,13,5,23,0.6%,0.0,1,-5%,-2,24
c1ccc2c(c1)OCC(C1=NCCN1)O2 (stereo unspecified),-6,1,40,3.0%,0.5,2,-1%,-7,10
CCc1ccc(NC(=O)CCNC(=O)N2C[C@H]3C[C@@H](C2)c2cccc(=O)n2C3)cc1,29,-1,nt,-2.6%,0.9,0,-9%,5,-4
C=CCc1cc(OC)c2c(c1)OCO2,9,4,nt,-0.1%,-0.2,5,nt,3,-3
CCOC(=O)c1c(/N=C/c2c(O)n(-c3ccccc3F)c(=S)[nH]c2=O)sc2c1CCCC2,-1,4,-1,-2.0%,-1.2,7,-17%,4,1
Cc1cccc(Cn2cccc(C(=O)Nc3nnc(C)s3)c2=O)c1,nt,0,nt,?,-0.2,-1,1%,3,-2
